Compound activity (PubChem)
A549 tox: A549 cytotoxicity, counter-screen for Nrf2 inhibitors; AID 504648; actives 0.16% (n = 390,000); A549 ARE-Fluc cells, CellTiter-Fluor viability, 18-24 h; Potency, µM (top dose mostly 46 µM), for the others: at the top dose activity change, negative = cytotoxicity, hits mostly inhibitors; also: potency is read from the fitted curve at half-maximal effect; % is scaled to controls: 0 for no effect and ±100 for the full control effect
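A549 ARE-Fluc cells in 5% FBS OPTI-MEM, 5000 cells/well, rested 2 h then exposed to compounds in concentration-response for 18-24 h at 37 °C. Viability by CellTiter-Fluor fluorescence (Ex 405/Em 525) after 30 min; luciferase luminescence (BugLite, 15 min, RT) read afterwards.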
Akt phos inh: inhibitors of Akt phosphorylation. Neuro2A IGF-stimulated pAkt S473 HTRF, 20 min; active compounds read low. activity change, % for hits at 50 µM. actives 0.32% (n = 360,000). AID 651550; in the data active = activity change below about -80%; inconclusive = mostly about -51% to -80%; also: % is scaled to controls: 0 for no effect and ±100 for the full control effect
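Single-point screen (50 µM final compound) in Neuro2A cells stimulated 20 min with 6 nM IGF at 37 deg C. After lysis, Ser473-phosphorylated Akt read by HTRF (ex 330 nm, em 615/665 nm) as the 665/615 ratio.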
HepG2 tox: HepG2 cytotoxicity, counter-screen for TGF-b inhibitors | HepG2 CAGA-GFP viability, ATP luminescence, 18 h | actives 0.76% (n = 410,000) | Potency, µM (titrated, usually from 46.1 µM), without a hit: top-dose activity change, negative = cytotoxicity, actives largely listed as cytotoxic; also: potency is read from the fitted curve at half-maximal effect; some results filed as inactive show a strong effect at the top dose
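HepG2 CAGA-GFP cells (1000/well, DMEM with 1% FBS) received compound, then TGF-beta at 500 pg/mL final, and were incubated 18 hours at 37 degrees C. Viability was read by CellTiter-Glo luminescence. Media-only wells were set as complete cell-killing and DMSO as no toxicity.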
TGFb inhibitor: blocks TGF-b signaling. AID 588855. actives 1.2% (n = 410,000). Potency, µM (highest dose often 46.1 µM), for inactives: at the highest dose activity, negative = inhibition, actives largely listed as inhibitors. HepG2 CAGA-GFP TGF-b/SMAD3 reporter, GFP fluorescence, 18 h; TGF-beta stimulated, 500 pg/mL final; also: potency is read from the fitted curve at half-maximal effect; % is scaled to controls: 0 for no effect and ±100 for the full control effect; nearly all actives have a fitted effect of over 65% in size
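HEPG2 CAGA-GFP reporter cells (1000/well, DMEM with 1% FBS) received compounds, then recombinant TGF-beta at 500 pg/mL final for 18 hours at 37 degrees C. Per-cell GFP summed per well was normalised to unstimulated and stimulated DMSO controls before curve fitting.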
CCT modulator: cytosolic chaperonin activity modulation; activity change, % (test concentration not listed), hits read low; actives 0.3% (n = 360,000); purified chaperonin ATPase assay, HTRF ADP detection, 30 min; in the data active = activity change below about -30%; also: % is scaled to controls: 0 for no effect and ±100 for the full control effect
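TRiC at 40 or 20 nM final (batch-dependent) in 30 mM Tris pH 7.4, 100 mM KCl, 5 mM MgCl2, 1 mM DTT, with compound at single 76 uM and 10 uM ATP, 30 min at 37 deg C. ADP detected by HTRF Transcreener, 665/615 ratio.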
Abeta rescue: compounds reversing amyloid beta toxicity in yeast; actives 0.063% (n = 410,000); Potency, µM (doses to about 46.1 µM), inactives show at the highest dose growth rescue, hits mostly activators; yeast expressing A-beta42, growth rescue, OD600, 48 h; response scale: 0% DMSO, 100% iron-clioquinol control; also: potency is read from the fitted curve at half-maximal effect; nearly all actives have a fitted effect of over 55% in size
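Yeast A-beta toxicity model in growth medium with pinned compounds, 48 h at 30 C; growth read as absorbance at 600 nm. Normalized to FeCl3/clioquinol equimolar mix (positive) and DMSO (negative).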
Nrf2 block: Nrf2 pathway inhibition; actives 2.1% (n = 360,000); A549 ARE-Fluc reporter, luciferase luminescence, 18-24 h; AID 504444; Potency, µM (series often up to 46 µM), without a hit: at the highest dose activity change, negative = inhibition, hits mostly inhibitors; also: potency is read from the fitted curve at half-maximal effect; % is scaled to controls: 0 for no effect and ±100 for the full control effect; nearly all actives have a fitted effect of over 60% in size
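Two sequential reads on A549 ARE_Fluc cells exposed to compound for 18-24 h: a CellTiter-Fluor fluorescence read for viability, then a luciferase luminescence read for Nrf2/ARE activity.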
Nrf2 activator: activators of Nrf2 (ARE) signaling | AREc32 ARE-luciferase reporter (MCF7-derived line), luminescence, 24 h | Potency, µM (highest dose often 46.1 µM), without a hit: top-dose activation, most hits filed as activators | actives 0.31% (n = 410,000) | AID 624171; also: potency is read from the fitted curve at half-maximal effect; % of control where 0% means no effect; nearly all actives have a fitted effect of over 65% in size
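ARE activation measured as luciferase luminescence (Steady-Glo, 30 min RT) in AREc32_Fluc cells after 24 hr compound exposure at 37 deg C, 5% CO2; cells seeded overnight at 1000/well in OPTI-MEM, 5% FBS.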
MmCpn inh: M. maripaludis TRiC chaperonin inhibition. actives 0.031% (n = 330,000). AID 504842. purified Mm-Cpn ATPase, ADP Transcreener TR-FRET. Potency, µM (series often up to 76.9 µM), for the others: at the highest dose activity, negative = inhibition, usual class: inhibitors; also: potency is read from the fitted curve at half-maximal effect; % is scaled to controls: 0 for no effect and ±100 for the full control effect; nearly all actives have a fitted effect of over 80% in size
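ATP (10 uM final) was added to archaeal chaperonin (25 nM final) after 10 min exposure to test compound at 37°C; after 30 min further incubation, ADP was detected by competitive TR-FRET.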
Starred values were filed as active, the others as inactive; i = inactive; ? = inconclusive; nt = not tested or not shown; & = joins results of further samples; [ ] = dose if it differs, or a comment. Unless noted, calls follow the shape of the dose curve; as a rule, active = well fitted curve in the direction sought with a large enough effect; inconclusive = small, poorly fitted or top-dose-only effect, or another doubt; inactive = no such curve, though single readings can be large; an effect the other way counts as inactive or inconclusive.

SMILES	A549 tox	Akt phos inh	HepG2 tox	TGFb inhibitor	CCT modulator	Abeta rescue	Nrf2 block	Nrf2 activator	MmCpn inh
C=CCC(CC=C)(NC(=O)c1ccccc1C)c1ccccc1	7%	i	11%	-3%	1.2	17%	13%	-0.7%	2%
COc1ccc(CNC(=O)c2cc(C)nn2-c2ccccc2)cc1	4%	i	-13%	-9%	-3.6	1%	-4%	0.3%	0%
Cc1cc2ccccc2n1CCNC(=O)c1ccc(Br)o1	-23%	i	-15%	-15%	-1.4	-12%	-6%	3.2%	?
COc1cccc(CNc2nc3cc(-c4ccc(OC)cc4C)sc3c(=O)n2C)c1	nt	i	-24%	?	-1.0	7%	nt	0.2%	nt
CCOc1cccc(NC(=O)CC#N)c1	10%	i	12%	0%	1.3	6%	19%	0.2%	-1%
CC1CCCC(NC(=O)CNCc2ccccc2F)C1C (stereo not given)	5%	i	-4%	-2%	-1.8	7%	6%	-0.3%	-2%
CCOC(=O)N1CCC(N2Cc3cccc(C(=O)NCc4ccc(C)cc4)c3C2=O)CC1	-7%	i	-12%	14%	-0.1	5%	2%	-0.6%	-2%
CNC(=O)NC(=O)C(C)OC(=O)c1ccc(Cl)c(S(=O)(=O)Nc2ccc(F)cc2)c1 (stereo not given)	0%	i	-2%	1%	1.1	-20%	2%	0.4%	0%
Clc1ccc(Cc2nnc(-c3ccccc3Br)o2)cc1	6%	i	1%	7%	-0.7	-1%	-2%	4.4%	1%
O=C(O)c1cn[nH]c1-c1cccc([N+](=O)[O-])c1	-6%	i	22%	5%	0.9	-2%	7%	0.0%	1%
COc1ccc(/C=c2\sc3nc(=O)c(C)nn3c2=O)c(OC)c1	-4%	i	-22%	8%	-1.5	5%	-4%	0.0%	-6%
Cc1cc(-n2c(SCC(=O)Nc3ccc(F)c(F)c3)nc3n[nH]c(C)c3c2=N)ccc1Cl	6%	i	-3%	?	1.1	-13%	?	-0.1%	?
CC(C)c1cnc2c(c1SCC(=O)O)c(=O)n(C)c(=O)n2C	-7%	nt	-8%	1%	nt	6%	nt	0.3%	nt
N#Cc1ccc(Sc2nc3ccccc3[nH]2)cc1C#N	0%	i	-46%	2%	-0.5	-1%	?	7.2%	1%
Cc1ccc(NC(=O)C2OCCc3ccccc32)cc1C (stereo not given)	9%	i	-1%	10%	-2.1	16%	?	3.5%	3%
CCc1ccc(C2C(C(=O)Nc3ccccc3C)=C(C)Nc3nc(SCc4cccc(OC)c4)nn32)cc1 (stereo not given)	2%	nt	6%	0%	nt	-9%	nt	0.9%	nt
CN1CCN(C(=O)C2CC(=O)N(c3ccc(Cl)cc3)C2)CC1 (stereo not given)	-8%	i	3%	-5%	0.2	-1%	8%	-0.8%	0%
Cc1ccc(NC(=O)[C@@]2(CC(=O)O)CC(/C=C/c3ccccc3)=NO2)c(C)c1	3%	i	1%	0%	1.1	0%	14%	0.0%	-3%
COc1ccc(NC(=O)CSc2nc3ccccc3[nH]2)cc1	0%	nt	3%	-2%	nt	0%	10%	3.5%	nt
O=C(O)CN(C1CCCCC1)S(=O)(=O)c1ccc(F)cc1	0%	i	1%	2%	-0.9	-22%	-12%	0.2%	0%
Nc1cc(N)nc(SCC(=O)Nc2ccccc2N2CCOCC2)n1	4%	i	1%	1%	-0.2	1%	4%	-0.8%	-1%
Cc1cccc(/C=N\NC(=O)c2ccccc2-n2cccc2)c1	-4%	i	9%	0%	2.2	4%	10%	2.8%	-2%
COC(=O)Cn1c(C(=O)N2CCCC2)cc2c1C[C@H]1CN(C(=O)c3ccccc3)[C@@](Cc3ccc(OC)cc3)(C(=O)OC)[C@@H]21	nt	i	nt	nt	-4.1	-2%	nt	-0.4%	nt
Cc1ccc(OCCC(=O)Nc2ccccc2C(=O)NC2CC2)cc1	7%	i	-5%	-4%	-0.2	0%	2%	1.2%	-2%

Single values from the entries so far:
`CCc1ccc(C2C(C(=O)Nc3ccccc3C)=C(C)Nc3nc(SCc4cccc(OC)c4)nn32)cc1` (stereo not given) in Nrf2 activator has 0.9%
`CN1CCN(C(=O)C2CC(=O)N(c3ccc(Cl)cc3)C2)CC1` (stereo not given) in CCT modulator has 0.2

Going on with the list:
SMILES	A549 tox	Akt phos inh	HepG2 tox	TGFb inhibitor	CCT modulator	Abeta rescue	Nrf2 block	Nrf2 activator	MmCpn inh
CC(C)CN(CCCNC(=O)CN1C(=O)COc2ccc(S(=O)(=O)N3CCCC3)cc21)CC(C)C	11%	i	-22%	-1%	0.2	13%	-8%	-1.4%	-1%
CCC1c2ccc(C)n2CCN1C(=O)Nc1ccccc1C(=O)OC (stereo not given)	0%	i	-22%	-20%	1.9	-33%[inhibitor]	-27%	-0.7%	-4%
C[C@@H]1CN([C@@H](C)CO)C(=O)CCCn2nncc2CO[C@@H]1CN(C)C(=O)Nc1ccccc1	nt	i	-16%	2%	-1.1	-4%	nt	-1.0%	nt
CCOC(=O)CCCCC(=O)c1[nH]c(=O)[nH]c1CSc1nc(-c2ccccc2)c(C#N)c(=O)[nH]1	1%	i	-2%	-3%	-1.8	9%	13%	0.1%	-5%
COc1ccc(-c2nnc(SCC(=O)OC3CCCCC3)o2)cc1OC	-3%	-117%*	-26%	-15%	-0.6	-12%	3%	-0.5%	-2%
COC(=O)c1cc2ccc(OC)cc2c2cc(OC)c(OC)cc12	1%	i	-26%	-2%	1.6	-18%	-8%	5.2%	-7%
Cc1nc(N)nc(N)c1-c1ccc(Cl)c(Cl)c1	-6%	i	0.63µM*	?	0.1	-8%	?	3.6%	nt
CCCc1nnc(SCC(=O)Nc2ccc(OC)cc2)o1	7%	i	-45%	-5%	-28	-3%	?	-0.4%	1%
O=S1(=O)CCO[C@H]2Cc3ccccc3[C@H]2N1Cc1cccc(F)c1	1%	i	-19%&21%	-2%&13%	0.2	0%	6%	-0.8%	2%
CCOC(=O)C1/C(=N\O)CC(C)(O)C(C(=O)OCC)C1c1ccc(OC)c(OC)c1 (stereo not given)	-14%	i	6%	1%	-0.6	-7%	-6%	-0.2%	0%
COc1ccc(NC(=O)C2CCC(C)(C(=O)O)C2(C)C)cc1 (stereo not given)	-2%	i	0%	4%	0.8	-10%	nt	-0.3%	nt
O=C(Nc1cccnc1Cl)c1cc([N+](=O)[O-])ccc1Cl	-6%	i	1%	-31%	1.4	-1%	?	?	0%

Entries above that bear a hit mark in Akt phos inh:
molecule	Akt phos inh	CCT modulator	MmCpn inh
COc1ccc(-c2nnc(SCC(=O)OC3CCCCC3)o2)cc1OC	-117%*	-0.6	-2%

Among those listed so far, 2 have a nitro group on carbon.
SMILES	A549 tox	Akt phos inh	HepG2 tox	TGFb inhibitor	CCT modulator	Abeta rescue	Nrf2 block	Nrf2 activator	MmCpn inh
O=C(O)c1cn[nH]c1-c1cccc([N+](=O)[O-])c1	-6%	i	22%	5%	0.9	-2%	7%	0.0%	1%
O=C(Nc1cccnc1Cl)c1cc([N+](=O)[O-])ccc1Cl	-6%	i	1%	-31%	1.4	-1%	?	?	0%

Shown field by field: entries from further up.
Structure: COc1ccc(-c2nnc(SCC(=O)OC3CCCCC3)o2)cc1OC
  A549 tox: -3%
  Akt phos inh: -117%*
  HepG2 tox: -26%
  TGFb inhibitor: -15%
  CCT modulator: -0.6
  Abeta rescue: -12%
  Nrf2 block: 3%
  Nrf2 activator: -0.5%
  MmCpn inh: -2%

Structure: COC(=O)c1cc2ccc(OC)cc2c2cc(OC)c(OC)cc12
  A549 tox: 1%
  Akt phos inh: i
  HepG2 tox: -26%
  TGFb inhibitor: -2%
  CCT modulator: 1.6
  Abeta rescue: -18%
  Nrf2 block: -8%
  Nrf2 activator: 5.2%
  MmCpn inh: -7%

Structure: Cc1nc(N)nc(N)c1-c1ccc(Cl)c(Cl)c1
  A549 tox: -6%
  Akt phos inh: i
  HepG2 tox: 0.63µM*
  TGFb inhibitor: ?
  CCT modulator: 0.1
  Abeta rescue: -8%
  Nrf2 block: ?
  Nrf2 activator: 3.6%
  MmCpn inh: nt

Going on with the list:
SMILES	A549 tox	Akt phos inh	HepG2 tox	TGFb inhibitor	CCT modulator	Abeta rescue	Nrf2 block	Nrf2 activator	MmCpn inh
CCCCCN(C(=O)CCC(=O)OCc1cccc(Br)c1)c1c(N)n(CCCC)c(=O)[nH]c1=O	-18%	i	-21%	-1%	-0.6	-4%	-28%	0.0%	2%
Cc1c(-n2c(-c3ccccc3Cl)n[nH]c2=S)c(=O)n(-c2ccccc2)n1C	2%	i	1%	-7%	1.0	-7%	7%	-0.5%	?
Cc1ccc(S(=O)(=O)N2CCN(C(=O)COC(=O)C3(C)CC3(Cl)Cl)CC2)c(C)c1 (stereo not given)	-3%	i	-6%	7%	-0.9	5%	-7%	0.5%	1%
COc1ccc(NC(=O)c2cc(C3CCCCN3S(=O)(=O)c3cccs3)on2)c(C)c1 (stereo not given)	nt	i	-15%	-1%	-1.8	19%	nt	-1.0%[9.22 µM]	nt
